# Source: PubChem (National Center for Advancing Translational Sciences (NCATS))
# GAA inhib = inhibitors of human lysosomal alpha-glucosidase; P10253; purified human GAA, 4-MU-alpha-glucoside fluorescence; Potency, µM (series often up to 76.9 µM), without a hit: top-dose activity change, negative = inhibition, hits mostly inhibitors; actives 0.005% (n = 200,000);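 also: plate controls were uninhibited enzyme wells for no effect and no-enzyme background for full effect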
#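 Read-out is 4-methylumbelliferone fluorescence (Ex 365/Em 440 nm) after NaOH/glycine stop at pH 10. Enzyme 4 nM, substrate 400 uM, pH 5.0 citrate buffer, 20 min room temperature; AC50 from Hill-equation concentration-response.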
# GAA glycogen = alters human alpha-glucosidase cleavage of glycogen; recombinant GAA, glycogen substrate, Amplex Red glucose oxidase fluorescence; AID 2100; actives 0.38% (n = 300,000); Potency, µM (top dose mostly 76.4 µM), for the others: at the top dose activity change, negative = inhibition, usual class: inhibitors;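 also: 0% = full enzyme reaction and -100% = no-enzyme basal signal; the screen sought inhibitors and activators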
#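 Recombinant human enzyme (4 nM); glycogen substrate; 37 C, 40 min, pH 5.0. Readout: coupled glucose oxidase/Amplex Red fluorescence.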
# aGlu spleen mod = lysosomal alpha-glucosidase (human) modulation. P10253. human spleen homogenate, 4-MU-alpha-glucoside fluorescence. Potency, µM (top dose mostly 79.9 µM), for the others: top-dose activity change, negative = inhibition, actives largely listed as inhibitors. actives 0.006% (n = 240,000). AID 2112;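 also: 0% = enzyme with vehicle and -100% = no enzyme basal signal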
#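 AC50 values come from Hill-equation fits of concentration-response data, normalized to no-enzyme and full-activity controls. Enzyme source: 1 ug human spleen homogenate; 1 mM fluorogenic 4-MU glucoside, pH 5.0 citrate buffer, 37 C, 40 min.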
# KDM4E inh = blocks human JMJD2E demethylase activity; JMJD2E catalytic domain, FDH-coupled NADH fluorescence (FDH is formaldehyde dehydrogenase); B2RXH2; Potency, µM (highest dose often 57.1 µM), for inactives: top-dose activity change, negative = inhibition, hits mostly inhibitors; actives 1.6% (n = 230,000); AID 2147; active = well fitted inhibition curve with a large enough effect, not every such curve was filed as active; inconclusive = small, poorly fitted or top-dose-only effect, or another doubt; inactive = no such curve, though single readings can be large or run the other way;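 also: 0% = wells with enzyme and -100% = buffer wells without enzyme; nearly all actives have a fitted effect of over 50% in size; many of its hits are not listed in these tables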
# aGal spleen mod = alpha-galactosidase A (human) modulation | P06280 | human spleen homogenate, 4MU-alpha-Gal fluorescence, 40 min | Potency, µM (highest dose often 80 µM), without a hit: at the highest dose activity change, negative = inhibition, hits mostly inhibitors | actives 0.008% (n = 240,000) | AID 2107;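 also: 0% = enzyme with vehicle and -100% = no enzyme basal signal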
#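 Human spleen homogenate (1 ug) was the enzyme source, with 4-methylumbelliferyl-alpha-D-galactopyranoside (1 mM final) in pH 5.0 citrate buffer with 0.01% Tween-20. Compounds were titrated; after 40 min at 37C, NaOH/glycine stop, 4-MU fluorescence read; AC50 from Hill fits.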
# GoLoco inh red = inhibitors of human Gai1-RGS12 GoLoco interaction (red fluorophore). P63096. Potency, µM (highest dose often 61.6 µM), for inactives: at the top dose activity, negative = inhibition, usual class: inhibitors. actives 0.44% (n = 230,000). Gai1:RGS12 GoLoco peptide FP, rhodamine, 10 min; active = well fitted inhibition curve with a large enough effect, not every such curve was filed as active; inactive = no such curve, though single readings can be large or run the other way; also: % is scaled to controls: 0 for no effect and ±100 for the full control effect; nearly all actives have a fitted effect of over 30% in size; many of its hits are not listed in these tables
# Target sequence (P63096 whole entry, looked up): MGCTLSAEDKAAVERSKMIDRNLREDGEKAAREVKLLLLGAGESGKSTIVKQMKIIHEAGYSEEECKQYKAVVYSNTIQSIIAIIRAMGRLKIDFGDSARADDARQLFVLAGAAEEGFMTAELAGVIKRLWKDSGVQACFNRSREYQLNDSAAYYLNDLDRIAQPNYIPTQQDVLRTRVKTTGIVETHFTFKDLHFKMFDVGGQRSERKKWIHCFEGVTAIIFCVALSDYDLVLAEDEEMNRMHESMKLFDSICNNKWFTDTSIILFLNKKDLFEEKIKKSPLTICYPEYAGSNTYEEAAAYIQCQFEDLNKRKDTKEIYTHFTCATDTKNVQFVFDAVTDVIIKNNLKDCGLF
# ALDH1A1 inh = ALDH1A1 (human) enzyme inhibition. Potency, µM (titrated, usually from 75.3 µM), inactives show at the highest dose activity, negative = inhibition, actives largely listed as inhibitors. P00352. AID 1030. Purified ALDH1A1, NADH fluorescence, propionaldehyde substrate. actives 7.3% (n = 220,000); active = well fitted inhibition curve with a large enough effect, not every such curve was filed as active; inconclusive = small, poorly fitted or top-dose-only effect, or another doubt; inactive = no such curve, though single readings can be large or run the other way;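 also: plate controls were no enzyme wells and a reference inhibitor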
# Target sequence (P00352 whole entry, looked up): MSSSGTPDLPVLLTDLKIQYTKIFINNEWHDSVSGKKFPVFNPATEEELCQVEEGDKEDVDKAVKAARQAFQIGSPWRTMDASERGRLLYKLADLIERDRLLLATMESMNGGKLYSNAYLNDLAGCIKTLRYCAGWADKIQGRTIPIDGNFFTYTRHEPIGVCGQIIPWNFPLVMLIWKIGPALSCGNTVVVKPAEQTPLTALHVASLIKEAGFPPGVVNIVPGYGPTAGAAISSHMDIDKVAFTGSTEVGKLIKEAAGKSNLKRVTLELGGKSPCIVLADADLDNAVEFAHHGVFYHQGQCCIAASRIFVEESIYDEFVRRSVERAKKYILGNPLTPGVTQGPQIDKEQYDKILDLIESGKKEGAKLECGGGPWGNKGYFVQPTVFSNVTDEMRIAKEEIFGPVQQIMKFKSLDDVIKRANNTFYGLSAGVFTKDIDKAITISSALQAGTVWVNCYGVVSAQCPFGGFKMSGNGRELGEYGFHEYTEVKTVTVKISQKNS
# SMN2 splice up = SMN2 splice variant enhancement; HEK293 SMN2-luciferase splicing reporter, luminescence, 30-36 h; Potency, µM (doses to about 46.1 µM), without a hit: at the highest dose activity change, positive = activation, hits mostly activators; actives 2.8% (n = 210,000); AID 1458; also: % of control where 0% means no effect; nearly all actives have a fitted effect of over 55% in size
#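 qHTS luciferase splicing reporter: luminescence rises when SMN2 exon 7 is included in transfected HEK293 cells. Compound exposure lasted 30-36 h at 37C, with 4.5 mM final sodium butyrate as control, followed by a ONE-Glo read.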
# Starred values were filed as active, the others as inactive; u = inconclusive; x = not tested or not shown; & = joins results of further samples; [ ] = another dose, or the depositor's remark. Unless noted, calls follow the shape of the dose curve; as a rule, active = well fitted curve in the direction sought with a large enough effect; inconclusive = small, poorly fitted or top-dose-only effect, or another doubt; inactive = no such curve, though single readings can be large; an effect the other way counts as inactive or inconclusive. Potency is read from the fitted curve at half-maximal effect. Only part of the results is shown (hit frequency here may not be typical).
[1] COc1ccc(C2C3=C(OC(C)=O)c4ccccc4C3=Nc3c2c(=O)n(C)c(=O)n3C)cc1 (stereo unspecified)
[2] CSCCC(NC(=O)COc1ccccc1)C(=O)O (stereo unspecified)
[3] CN(C)c1cccc2c1c(NC(=O)c1ccc(F)cc1)nn2C
[4] COc1ccc(C(C)NC(=O)C2C(=O)NC3(C)CC2c2ccccc2O3)cc1 (stereo unspecified)
[5] CCOc1ccccc1C(=O)N(CN1CCCC1=O)c1ccc(C)c(Cl)c1
[6] CCOC(=O)N1CCN(C(=O)Cn2ccc3c(OC)cccc3c2=O)CC1
Assay by compound	1	2	3	4	5	6
GAA inhib	-2%	1%	x	-9%	4%	x
GAA glycogen	3%&7%	12%	-2%	-1%	6%	5%
aGlu spleen mod	-1%&0%	3%	-6%	-1%	3%	5%
KDM4E inh	-5%&5%	-25%	-4%	1%	-1%	u
aGal spleen mod	-2%&-1%	2%	9%	2%	1%	5%
GoLoco inh red	6%&14%	0%	1%	2%	1%	-7%
ALDH1A1 inh	1%	7%	x	u	15%	u
SMN2 splice up	-1%	8%	x	-10%	-36%[inhibitor]	x

[7] COCCNc1nc(N)c([N+](=O)[O-])c(NCCO)n1
[8] Cc1nn(C)c(C)c1NC(=O)CSc1nnc(C)n1-c1ccccc1
[9] COc1ccccc1/C=C/CN1CC(C)OC(C)C1 (stereo unspecified)
[10] Cc1cc(C)n(Cc2ccc(C(=O)O)cc2)n1
[11] Cc1cc2cc(CCNS(C)(=O)=O)c(=O)[nH]c2cc1C
[12] CP(=O)(COC(=O)c1ccccc1)COC(=O)c1ccccc1
Assay by compound	7	8	9	10	11	12
GAA inhib	u	5%	1%	0%	0%	-3%
GAA glycogen	-6%	4%	-17%	0%	-7%	-3%
aGlu spleen mod	-4%	-4%	-7%	-3%	-16%	2%
KDM4E inh	3%	2%	-29%	1%	u	10%
aGal spleen mod	0%	-25%	-9%	-9%	8%	1%
GoLoco inh red	-6%	-4%	0%	7%	-13%	-19%
ALDH1A1 inh	-11%	6%	-15%	10%	-1%	4%
SMN2 splice up	19%	-3%	u	4%	-7%	3%

[13] CCOc1ccc(NC(=O)c2c3c(nc4ccccc24)CCC3)cc1
[14] COC(=O)c1[nH]c2ccccc2c1NC(=O)c1ccccc1[N+](=O)[O-]
[15] CCCC(=O)n1nc(-c2cccnc2)nc1N
[16] Cn1c(-c2c(N)n(CCCc3ccccc3)c3nc4ccccc4nc23)nc2ccccc21
[17] Cc1cc(N/C=C2\CCCCC2=O)no1
[18] COC(=O)c1cccc(S(=O)(=O)N(Cc2ccco2)Cc2cc3ccc(OC)cc3[nH]c2=O)c1
Assay by compound	13	14	15	16	17	18
GAA inhib	7%	4%	1%	-2%	-13%	0%
GAA glycogen	6%	0%	-1%	-16%	6%	-17%
aGlu spleen mod	-7%	7%	-4%	3%	0%	-8%
KDM4E inh	-19%	10%	-2%	-5%	0%	u
aGal spleen mod	9%	-4%	7%	12%	-6%	0%
GoLoco inh red	3%	-10%	6%	16%	-2%	x
ALDH1A1 inh	1%	3%	5%	u	-4%	u
SMN2 splice up	4%	-8%	5%	-50%[inhibitor]	-16%	x

[19] CCc1cc2c(NCC(=O)O)ncnc2s1
[20] COc1ccc(Cc2nnc(NC(=O)c3ccc(Cl)c([N+](=O)[O-])c3)s2)cc1
[21] CC(=O)C1C(c2ccc(Cl)cc2)NC(=O)NC1(O)C(F)(F)F (stereo unspecified)
[22] CCOC(=O)N1CCN(C(=O)c2ccccc2NC(=O)COc2ccccc2C)CC1
[23] Cc1cc(C)cc(N(CC(=O)N2CCc3ccccc32)S(=O)(=O)c2c(C)noc2C)c1
[24] CCCNC(=O)C1CCN(S(=O)(=O)c2ccc3nc4c(c(C(=O)O)c3c2)CCCCC4)CC1
Assay by compound	19	20	21	22	23	24
GAA inhib	-6%	-3%	-3%	6%	-1%	-8%
GAA glycogen	5%	11%	2%	-12%	1%	6%
aGlu spleen mod	-7%	-3%	-1%	-5%	3%	-12%
KDM4E inh	u	-6%	-8%	11%	-4%	-3%
aGal spleen mod	8%	7%	4%	-11%	4%	-6%
GoLoco inh red	-9%	8%	4%	0%	2%	-8%
ALDH1A1 inh	3%	-6%	9%	-8%	8.9µM*	6%
SMN2 splice up	-4%	11%	7%	-26%	-15%	0%

[25] O=C(Nc1ccc(F)cc1F)N1CCCN(c2ccc([N+](=O)[O-])cn2)CC1
[26] O=C(O)CCCNc1ccc(S(=O)(=O)Nc2ccccc2C(=O)O)cc1C(=O)O
[27] O=C(CCNC(=O)c1ccccc1Cl)Nc1nc(-c2ccc(F)cc2)cs1
[28] O=C(NCc1ccco1)C(=S)N1CCCCC1
[29] c1ccc2nc(-c3nccs3)ccc2c1
[30] CO[C@H]1C=CO[C@@]2(C)Oc3c(C)c(O)c4c(O)c(c5c(nc6cc(C)ccn65)c4c3C2=O)NC(=O)C(C)=CC=C[C@H](C)[C@H](O)[C@@H](C)[C@@H](O)[C@@H](C)[C@H](OC(C)=O)[C@@H]1C
Assay by compound	25	26	27	28	29	30
GAA inhib	-4%	-13%[15.4 µM]	1%	4%	7%	4%[15.4 µM]
GAA glycogen	1%	-8%	-3%	-5%	-10%	20µM*
aGlu spleen mod	-11%	-8%	-10%	-17%	9%	-2%
KDM4E inh	-2%	u	6%	-1%	-20%	-14%
aGal spleen mod	-11%	-5%	-4%	2%	3%	4%
GoLoco inh red	9%	-7%	x	13%	3%	-1%
ALDH1A1 inh	u	u	-2%	3%	-11%	x
SMN2 splice up	x	x	x	-12%	17%	x

[31] Cc1ccc(-c2nn(CC(=O)Nc3cccnc3)c(=O)c3ccccc23)cc1
[32] C=CCOC(=O)C1=C[C@@H](c2ccc(Br)cc2)[C@H](CCCO)[C@@H](OCC)O1
[33] Cc1nnc(SCC(=O)Nc2nccs2)[nH]c1=O
[34] Cc1ccc2nc(N3CCN(Cc4nnnn4Cc4ccccc4)CC3)c(C#N)cc2c1
[35] COc1ccc(C(=O)N2CCN(Cc3cn[nH]c3-c3ccc(OC)cc3F)CC2)cc1
[36] COc1ccc(/C=C/C(=O)NC(C)C)cc1Br
Assay by compound	31	32	33	34	35	36
GAA inhib	-6%	x	u	-4%	x	-1%
GAA glycogen	-14%	-18%	10%	-3%	16%	6%
aGlu spleen mod	-7%	2%	-18%	1%	0%	-7%
KDM4E inh	0%	0%	-4%	u	1%	-4%
aGal spleen mod	-6%	0%	11%	12%	-6%	4%
GoLoco inh red	13%	5%	3%	19%	3%	2%
ALDH1A1 inh	u	u	-9%	u	1µM*	-4%
SMN2 splice up	10%	x	-8%	-10%	x	6%

[37] Cc1[nH]c(=O)[nH]c(=O)c1NC(=O)c1cccs1
[38] CN1C(C(=O)NCc2cccc(C(F)(F)F)c2)CC2Cn3c(nc4ccccc43)C21 (stereo unspecified)
[39] Cc1cccc(N(CC(O)CN(C)C)S(=O)(=O)c2ccccc2)c1 (stereo unspecified)
[40] CN(CC(=O)Nc1ccc(S(=O)(=O)N2CCCC2)cc1)Cc1cccc(Cl)c1Cl
[41] Cc1nc(SCC(=O)c2ccccc2)c(C#N)c(-c2ccco2)c1C(=O)NCc1ccco1
[42] CCOC(=O)c1c(-c2ccccc2)csc1NC(=O)CSc1ccccc1
Assay by compound	37	38	39	40	41	42
GAA inhib	-10%	x	8%	u	-3%	4%
GAA glycogen	-3%	11%	7%	-15%	9%	-4%
aGlu spleen mod	-6%	2%	-5%	-7%	-2%	-5%
KDM4E inh	1%	-1%	9%	6%	-4%	-2%
aGal spleen mod	-4%	0%	u	4%	-3%	-10%
GoLoco inh red	4%	4%	2%	7%	17%	-12%
ALDH1A1 inh	2%	x	6%	u	10µM*	u
SMN2 splice up	8%	x	23%	4%	-31%[inhibitor]	-34%[inhibitor]

# Part of the list above in another layout.
item | SMILES | GAA inhib | GAA glycogen | aGlu spleen mod | KDM4E inh | aGal spleen mod | GoLoco inh red | ALDH1A1 inh | SMN2 splice up
38 | CN1C(C(=O)NCc2cccc(C(F)(F)F)c2)CC2Cn3c(nc4ccccc43)C21 (stereo unspecified) | x | 11% | 2% | -1% | 0% | 4% | x | x
39 | Cc1cccc(N(CC(O)CN(C)C)S(=O)(=O)c2ccccc2)c1 (stereo unspecified) | 8% | 7% | -5% | 9% | u | 2% | 6% | 23%
40 | CN(CC(=O)Nc1ccc(S(=O)(=O)N2CCCC2)cc1)Cc1cccc(Cl)c1Cl | u | -15% | -7% | 6% | 4% | 7% | u | 4%

# The list continues:
[43] CCOc1ccc2[nH]c(=O)c(CN(CC3CCCN3CC)C(=O)NCc3ccccc3)cc2c1 (stereo unspecified)
[44] Cc1cc2n(n1)C(c1ccc3c(c1)OCO3)Nc1ccccc1-2 (stereo unspecified)
[45] O=C(O)C1CC(=O)N(C2CCCCC2)C1c1ccccc1 (stereo unspecified)
[46] COCCNC(=O)c1ccc2c(=O)n(CCOC)c(=O)[nH]c2c1
[47] Cn1c(=O)n(C)c2cc(S(=O)(=O)O)ccc21
[48] OCl
Assay by compound	43	44	45	46	47	48
GAA inhib	3%	-10%	-14%	u	0%	x
GAA glycogen	5%	u	-1%	-7%	11%	x
aGlu spleen mod	-2%	1%	-6%	u	-2%	5%
KDM4E inh	u	u	-2%	u	4%	x
aGal spleen mod	11%	-2%	-3%	u	-3%	5%
GoLoco inh red	4%	-4%	-2%	5%	6%	-19%
ALDH1A1 inh	u	u	3%	u	10%	4%
SMN2 splice up	8%	7%	-14%	-7%	-10%	-2%

[49] CNC(=S)N1N=C(c2ccc(C)cc2)CC1c1ccc(OC)c(OC)c1 (stereo unspecified)
[50] CCOC(=O)CNC(=O)CN1C(=O)CCSc2ccccc21
[51] CC(=O)Oc1ccc(-c2cccc(C(=O)OCC(=O)Nc3ccccc3Oc3ccccc3)c2)cc1
[52] CS(=O)(=O)N(CC(=O)N1CCN(c2ccccc2)CC1)c1cc(C(F)(F)F)ccc1Cl
Assay by compound	49	50	51	52
GAA inhib	u	5%	-4%	-8%
GAA glycogen	-29%	4%	-4%	-13%
aGlu spleen mod	-15%	-2%	-1%	0%
KDM4E inh	5%	5%	-19%	2%
aGal spleen mod	-16%	-3%	1%	-4%
GoLoco inh red	30%	4%	-6%	-21%
ALDH1A1 inh	-1%	5%	8%	u
SMN2 splice up	9%	-21%	-4%	-19%
